Screens as filed in PubChem.
Pf growth 96h: P. falciparum growth inhibition at 96 hour, primary screen for plastid delayed-death inhibitors | 320,000 compounds, 6.9% hits | P. falciparum luciferase reporter growth, 96 h | Potency, µM (top dose mostly 28.7 µM), inactives show top-dose activity change, negative = inhibition, usual class: inhibitors | AID 504834
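P. falciparum expressing integrated firefly luciferase, in erythrocytes at 2% hematocrit, 0.05% parasitemia, incubated with compounds 96 h at 37 C, 5% CO2. Growth inhibition read as loss of luminescence; two-generation exposure targets delayed-death apicoplast inhibitors.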
TbPYK inhibitor: T. brucei pyruvate kinase inhibition. Potency, µM (top dose mostly 76.8 µM), inactives show at the highest dose activity, negative = inhibition, actives largely listed as inhibitors. AID 624173. 410,000 compounds, 0.12% hits. TbPYK enzyme, Kinase-Glo Plus ATP luminescence, 45 min; further: nearly all actives have a fitted effect of over 50% in size
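Glycolytic pyruvate kinase of T. brucei was incubated with substrate, test compound and 130 uM ADP for 45 minutes at room temperature. Luminescent Kinase-Glo Plus signal was measured after 10 minutes.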
Sm TGR inh: inhibitors of Schistosoma mansoni thioredoxin glutathione reductase; Q962Y6; purified TGR, DTNB reduction, TNB absorbance 405 nm; Potency, µM (series often up to 114 µM), for the others: top-dose activity change, negative = inhibition, hits mostly inhibitors; 360,000 compounds, 3% hits; AID 485364; further: nearly all actives have a fitted effect of over 60% in size
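TGR 20 nM + NADPH 100 uM (dispensed conc.), cpd preinc 15 min RT; start with NADPH (500 uM addition) then DTNB (15 mM addition). Kinetic TNB absorbance, 405 nm filter. Four-parameter Hill fit across titration.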
Pf growth 48h: P. falciparum growth inhibition at 48 hours (one generation) | P. falciparum luciferase growth in erythrocytes, 48 h | Potency, µM (top dose mostly 28.7 µM), without a hit: top-dose activity change, negative = inhibition, actives largely listed as inhibitors | 310,000 compounds, 5.9% hits | AID 504832
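A one-generation exposure of luciferase-tagged malaria parasites in RPMI 1640/Albumax erythrocyte culture, 37 C and 5% CO2. Inhibition is inferred from decreased luminescence after adding detection reagent.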
HCV inhibitor: inhibitors of hepatitis C virus infection; Huh7.5.1 HCVcc-Cre infection, luciferase reporter, 44 h; 340,000 compounds, 3.4% hits; Potency, µM (titrated, usually from 41.8 µM), for inactives: at the top dose activity change, negative = inhibition, usual class: inhibitors
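Antiviral activity was scored by luciferase reporter output from cells infected with HCVcc-Cre (~0.5 moi) in presence of compound, 44 h infection period, cells seeded 1,000/well 4 h prior.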
LmPK inhibitor: LmPK (Leishmania mexicana) enzyme inhibition; AID 1721; purified LmPK, Kinase-Glo ATP luminescence, 1 h; Potency, µM (highest dose often 57.5 µM), for the others: at the top dose activity change, negative = inhibition, usual class: inhibitors; Q27686; 290,000 compounds, 0.37% hits
Target sequence (Q27686 whole entry, looked up): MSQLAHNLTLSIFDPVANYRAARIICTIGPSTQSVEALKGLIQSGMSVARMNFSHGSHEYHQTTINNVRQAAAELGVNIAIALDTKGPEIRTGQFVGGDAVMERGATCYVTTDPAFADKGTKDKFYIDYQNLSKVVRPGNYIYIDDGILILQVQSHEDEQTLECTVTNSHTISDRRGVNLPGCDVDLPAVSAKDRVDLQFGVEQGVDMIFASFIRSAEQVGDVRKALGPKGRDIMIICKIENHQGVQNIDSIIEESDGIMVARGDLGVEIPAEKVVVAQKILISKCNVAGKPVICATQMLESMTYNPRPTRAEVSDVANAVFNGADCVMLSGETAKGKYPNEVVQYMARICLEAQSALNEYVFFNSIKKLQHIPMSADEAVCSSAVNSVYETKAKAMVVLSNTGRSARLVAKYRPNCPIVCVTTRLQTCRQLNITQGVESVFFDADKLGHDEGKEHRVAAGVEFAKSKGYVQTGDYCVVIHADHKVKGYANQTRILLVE
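Pyruvate kinase activity monitored as ATP production (luciferase luminescence). Conditions: 0.1 nM enzyme, 0.5 mM PEP, 0.1 mM ADP, 1 h, RT; normalized against uninhibited and no-enzyme wells.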
* = called active by the depositor; ? = inconclusive; nt = no result given; & = joins results of further samples; [ ] = remark or other dose. The call rests on the fitted dose curve; in most records, active means well fitted curve in the direction sought with a large enough effect; inconclusive means small, poorly fitted or top-dose-only effect, or another doubt; inactive means no such curve, though single readings can be large; an effect the other way counts as inactive or inconclusive. On the % scale 0 is the no-effect control and ±100 the full control effect; potency means the concentration at half of the fitted maximal effect.

compound	Sm TGR inh	HCV inhibitor	Pf growth 48h	Pf growth 96h	TbPYK inhibitor	LmPK inhibitor
CC(=O)Nc1ccc(S(=O)(=O)N(C)CC(=O)NC2=NCCS2)cc1	0.0%	-12.5%	4.1%	-0.3%	-2.7%	-1.9%
COc1ccc(/C(N)=N/OC(=O)Cc2ccc(C)cc2)cc1	1.4%	0.8%	53.8%[activator]	-9.1%	-19.3%	-6.3%
COc1cc(NC(=O)CCNS(=O)(=O)c2cc(Br)cnc2N)cc(OC)c1	-4.3%	12.0%	14.7%	2.5%	-6.8%	0.5%
CC1=NN(c2nc(-c3ccc(Cl)cc3)cs2)C(=O)C1	15.2%	15.9%	2.6%	114.6%[activator]	1.3%	3.6%
O=C(NCc1ccco1)c1cc(-c2ccncc2)nc2ccccc12	-31.7%	-9.8%	2.08µM*	?	-1.4%	3.7%
Cn1nc([N+](=O)[O-])nc1S(C)(=O)=O	?	10µM*	-5.9%	4.65µM*	-1.4%	-4.8%
CCOc1ccccc1N1C(=O)CC(Nc2ccc(N3CCOCC3)cc2)C1=O (stereo unspecified)	17.8µM*	-13.0%	?	111.9%[activator]	-0.4%	5.1%
CS(=O)(=O)N(CC(=O)N1CCN(Cc2ccccc2)CC1)C1CCCCC1	-26.7%	17.7%	1.3%	0.0%	-1.9%	3.9%
CCNC(=S)N1CCN(c2cccc(C(F)(F)F)c2)CC1	-11.6%	-18.5%	17.4%	18.6%	-13.3%	1.6%
COc1cc(C(F)(F)F)nc2ccc(C#CCOC(=O)Nc3ccccc3)cc12	-11.6%	?	?	-9.7%	0.0%	-2.2%
Cc1nn(CC(=O)N2CCC(C)CC2)c(=O)c2cccn12	-0.3%	?	-2.0%	36.3%[activator]	4.6%	2.5%
CC(=O)CSc1nc(N)c(C#N)c(-c2cccs2)c1C#N	-1.0%	?	-3.4%	nt	-0.5%	1.5%
Cc1cc(C(=O)CSc2nncs2)c(C)n1-c1c(C)n(C)n(-c2ccccc2)c1=O	-32.7%	6.4%	9.0%	nt	17.0%	-1.6%
N#Cc1c(NC(=O)CSc2nnnn2C2CCCC2)sc2c1CCCC2	?	?	-10.7%	nt	3.9%	1.5%
COCc1c(C(=O)OCC(=O)Nc2ccc(OC(F)F)cc2)oc2ccccc12	1.6%	0.2%	-9.7%	-20.6%	4.8%	nt
O=C(CCS(=O)(=O)c1ccc(Cl)cc1)N1CCN(c2ccc(F)cc2)CC1	-1.0%	16.6%	?	-28.2%	4.4%	nt
O=C(N/N=C\c1ccc(Cl)cc1)C1=NOC2COC3(CCN(c4ccc([N+](=O)[O-])cc4)CC3)OCC12 (stereo unspecified)	4.3%	?	127.2%[activator]	0.0%	-4.9%	1.1%
CN(Cc1ccccc1)C(=O)COC(=O)c1ccc(Cl)cc1N	0.2%	5.9%	12.2%	16.7%	-6.9%	0.3%
N#CCc1c(C#N)c(N)nc(N2CCCC(O)C2)c1C#N (stereo unspecified)	2.1%	-9.9%	-0.2%	15.5%	-11.4%	1.9%
CC1CN(CC(=O)Nc2ccc(S(N)(=O)=O)cc2)CC(C)O1 (stereo unspecified)	1.0%	19.1%	30.2%[activator]	28.8%	3.0%	4.1%

Further structures follow.
compound	Sm TGR inh	HCV inhibitor	Pf growth 48h	Pf growth 96h	TbPYK inhibitor	LmPK inhibitor
CCC(C)CCN1CCN=C1N(C)C (stereo unspecified)	-2.1%	12.1%	-15.4%	51.7%[activator]	1.0%	nt
O=C(Cc1ccc(Br)cc1)N1CCc2ccccc2C1	1.9%	-18.7%	50.7%[activator]	-4.8%	0.9%	1.6%
CC(=O)N1N=C(c2ccncc2)OC1(Cc1ccccc1)Cc1ccccc1	18.2%	?	?	11.7µM*	1.1%	2.0%
CCNC(=O)NC(=O)C(C)OC(=O)c1oc2ccc(OC)cc2c1C (stereo unspecified)	-16.3%	-5.2%	nt	?	1.2%	1.8%
O=C(Nc1cc(S(=O)(=O)N2CCOCC2)ccc1N1CCCC1)c1cccnc1Cl	-11.1%	9.5%	1.4%	15.6%	8.6%	-2.4%
CCOC(=O)N1CCc2c(sc3nc4n(c(=O)c23)N=C(c2ccc(OC)cc2)CS4)C1	0.6%	-8.0%	0.465µM*	?	-4.4%	4.6%
CN(CCc1ccccn1)C(=S)NC(=O)c1ccco1	-7.5%	15.2%	5.4%	?	-13.3%	-5.3%
O=C(COC(=O)CCNS(=O)(=O)c1ccccc1)NC(=O)c1ccccc1	-5.1%	16.4%	16.7%	-1.4%	1.1%	nt
O=C(Nc1ccc(C2SCCS2)cc1)c1ccccc1	1.0%	-4.3%	144.2%[activator]	245.2%[activator]	-13.7%	-28.8%
Cc1ccccc1NC(=O)Cc1cn(C)c2ccccc12	1.6%	18.7%	7.7%	?	-2.3%	10.1%
CCn1c(C)c(C(C)=O)c(N2CCCC2)nc1=S	3.5%	4.9%	9.7%	-20.2%	0.0%	-1.8%
CCOc1ncccc1C(=O)OCC(=O)c1cccc(Br)c1	4.8%	-4.5%	18.1%	6.0%	-0.7%	-4.2%
COCCNC(=O)c1ccc(Cn2c(=S)[nH]c3cc4c(cc3c2=O)OCO4)cc1	0.8%	?	?	-32.7%	?	-10.2%
CCOc1ccc(Nc2nc(Cc3nnc(SCC(=O)NCC4CCCO4)n3C)cs2)cc1 (stereo unspecified)	0.0%	7.7%	-11.0%	-12.9%	-10.7%	-3.8%
O=c1[nH]c(-c2ccc(Cl)cc2)nc(=S)[nH]1	1.2%	13.8%	4.2%	19.0%	1.4%	-5.6%
COc1ccc(/C(C)=N/Nc2ccccc2Cl)c(O)c1	14.1µM*	-15.6%	114.2%[activator]	207.8%[activator]	10.5%	-15.8%
CCOC(=O)C1=C(C)NC2=C(C(=O)CCC2)C1c1cn(Cc2ccc(Cl)cc2Cl)nc1-c1ccccc1 (stereo unspecified)	3.9%	?	0.117µM*	0.738µM*	1.0%	2.5%
O=C(O)CCCn1cc(NC(=O)COc2ccccc2F)cn1	-4.1%&3.2%	5.4%	-4.8%	?	0.8%&1.2%	-1.9%
O=C(NCCCNC(=O)c1cnccn1)c1ccc(Cl)cc1	-5.7%	-4.7%	-6.7%	7.5%	-2.4%	7.8%
CC1(C)C(Cl)C(=O)C(C(=O)c2ccccc2)C(=O)C1Cl (stereo unspecified)	?	4.8%	204.0%[activator]	?	3.1%	0.5%

Reprinted at random: 4 records from the list, in no set order.
compound	Sm TGR inh	HCV inhibitor	Pf growth 48h	Pf growth 96h	TbPYK inhibitor	LmPK inhibitor
CN(CCc1ccccn1)C(=S)NC(=O)c1ccco1	-7.5%	15.2%	5.4%	?	-13.3%	-5.3%
O=C(Cc1ccc(Br)cc1)N1CCc2ccccc2C1	1.9%	-18.7%	50.7%[activator]	-4.8%	0.9%	1.6%
O=C(O)CCCn1cc(NC(=O)COc2ccccc2F)cn1	-4.1%&3.2%	5.4%	-4.8%	?	0.8%&1.2%	-1.9%
O=C(NCCCNC(=O)c1cnccn1)c1ccc(Cl)cc1	-5.7%	-4.7%	-6.7%	7.5%	-2.4%	7.8%

New compounds follow.
compound	Sm TGR inh	HCV inhibitor	Pf growth 48h	Pf growth 96h	TbPYK inhibitor	LmPK inhibitor
CC(C)(C)C1CCc2sc(-c3nnc(CCl)o3)cc2C1 (stereo unspecified)	?	-7.0%	13.1µM*	?	-3.8%	0.7%
N=c1c(C(=O)NC2CCCC2)cc2c(=O)n3ccccc3nc2n1CCN1CCOCC1	-3.0%	-15.5%&-6.5%	13.4%	?	6.6%	8.1%
COC(=O)c1ccc(NC(=O)CSc2nc3[nH]ncc3c(=O)[nH]2)cc1	-1.9%	1.1%	22.1%	-0.9%	-7.4%	nt
O=C(CNc1cccc(C(F)(F)F)c1)N/N=C/c1cccc(Br)c1	-2.0%	?	8.6%	7.8%	1.5%	2.6%
Cc1ccc2nc(-c3ccncc3)cc(C(=O)Nc3ccc(F)cc3C)c2c1	-17.1%	-5.6%	6.57µM*	?	1.8%	-1.5%
CCn1cc(/C=C2\SC(=O)N(CC(=O)Nc3ccc4c(c3)OCO4)C2=O)c2ccccc21	-24.7%	-13.2%	9.3%	?	3.2%	-0.9%
Cc1ccsc1/C=N/NC(=O)Nc1ccccc1	-3.9%	8.6%	460.9%[activator]	3.8%	3.9%	-2.4%
Clc1cccc(C2=NOC(c3nnc(-c4ccccc4)o3)C2)c1 (stereo unspecified)	8.7%	-11.0%	1.9%	19.5%	0.4%	0.3%
C=CCN(CC=C)C(=O)C[n+]1ccc(C(N)=O)cc1	2.6%	11.4%	3.1%	21.2%	-5.7%	1.5%
O=C(O)[C@@H]1CCCN1c1ncnc2sc3c(c12)CCC3	-19.7%	11.1%	6.2%	?	7.5%	-0.3%
CCCNC(=O)c1ccc(C2SCC(=O)N2CCc2ccccc2)cc1 (stereo unspecified)	4.6%	?	-8.6%	?	-6.3%	-0.1%
N#Cc1c2c(c(NCCN3CCOCC3)n3c1nc1ccccc13)CCCC2	1.9%	-21.6%	?	158.9%[activator]	4.8%	-1.5%
CCOC(=O)[C@@H]1[C@H]2COc3ccc(Br)cc3[C@H]2N2C(=O)N(c3ccc(F)cc3)C(=O)[C@]12C	11.4%	-8.6%	?	?	0.8%	-2.4%
COc1cc(/C=N/NC(=O)c2ccc3c(c2)OCO3)ccc1O	-3.5%	8.9%	111.8%[activator]	-24.6%	1.7%	6.1%
COc1ccc(NS(=O)(=O)c2cn(C)cn2)cc1	5.1%	10.3%	31.8%[activator]	16.4%	-5.2%	-0.9%
CC1=CC2=NC(=O)/C(=C\c3cccn3CCOc3cc(C)ccc3C)C(=N)N2O1	-1.7%	?	?	17.1%	-6.8%	2.8%
CCOc1ccc(NS(=O)(=O)c2ccc(C)c(C(N)=O)c2)cc1	nt	?	2.7%	36.4%[activator]	0.3%	0.8%
Cc1noc(NS(=O)(=O)c2ccc(NC(=O)c3oc4ccc(Cl)cc4c3C)cc2)c1C	-0.9%	16.8%	-7.5%	5.7%	-7.3%	-1.7%
CC(C)CN(CC(C)C)C1=N/C(=C\c2ccco2)C(=O)N1c1ccccc1	6.31µM*	8.5%	?	16.6%	1.5%	4.7%
Cc1ccnc(NC(=O)CCC(=O)N(CC(=O)NCCc2ccccc2)c2ccccc2F)c1	1.4%	7.0%	-6.0%	-3.7%	2.0%	-0.4%

Other results:
compound	Sm TGR inh	HCV inhibitor	Pf growth 48h	Pf growth 96h	TbPYK inhibitor	LmPK inhibitor
Cc1[nH]c2ccccc2c(=O)c1SC(F)(F)C(F)C(F)(F)F (stereo unspecified)	6.4%	-6.7%	0.828µM*	3.29µM*	1.6%	1.2%
CN(C(=O)c1ccccc1Cl)C1CCCCC1	5.8%	12.9%	-6.1%	nt	-15.1%	3.0%
O=C(NC(=S)NCC1CCCO1)c1ccc([N+](=O)[O-])cc1 (stereo unspecified)	-23.0%	14.4%	25.0%	0.586µM*	-2.5%	-1.6%
Cc1ccc(NC(=O)NC(=O)c2ccccc2)cc1F	-0.8%	15.2%	200.3%[activator]	9.9%	-0.9%	-2.9%
COc1ccc(N2C(=O)C(C)(C)C2c2c(O)ccc3ccccc23)cc1 (stereo unspecified)	-2.2%	?	8.28µM*	-1.9%	-4.8%	2.1%
COc1ccc(C)cc1NC(=O)CN(C)S(=O)(=O)c1cccs1	-20.8%	-23.6%	nt	nt	-2.7%	12.6%
